High-throughput results: PubChem, Broad Institute
E-sel inducer: E-selectin induction on HUVECs; P16581; HUVEC E-selectin immunofluorescence imaging; normalized: neutral wells 0, TNF-alpha wells 100; activation, % at 7.58 µM; 260,000 compounds, 0.37% hits; AID 686992;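 active = mean E-selectin-positive cell signal at least 10% of the positive control, reached in at least 60% of replicates, without over 20% cell loss; inconclusive = no rule given, readout overlaps actives, possibly toxicity-flagged; inactive = the rest, including those meeting only one limit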;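 also: in these data hits start at about 27%; measured in HUVEC primary endothelial cells; signal is the percent of cells scored E-selectin positive by PE staining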
Target sequence (P16581 whole entry, looked up): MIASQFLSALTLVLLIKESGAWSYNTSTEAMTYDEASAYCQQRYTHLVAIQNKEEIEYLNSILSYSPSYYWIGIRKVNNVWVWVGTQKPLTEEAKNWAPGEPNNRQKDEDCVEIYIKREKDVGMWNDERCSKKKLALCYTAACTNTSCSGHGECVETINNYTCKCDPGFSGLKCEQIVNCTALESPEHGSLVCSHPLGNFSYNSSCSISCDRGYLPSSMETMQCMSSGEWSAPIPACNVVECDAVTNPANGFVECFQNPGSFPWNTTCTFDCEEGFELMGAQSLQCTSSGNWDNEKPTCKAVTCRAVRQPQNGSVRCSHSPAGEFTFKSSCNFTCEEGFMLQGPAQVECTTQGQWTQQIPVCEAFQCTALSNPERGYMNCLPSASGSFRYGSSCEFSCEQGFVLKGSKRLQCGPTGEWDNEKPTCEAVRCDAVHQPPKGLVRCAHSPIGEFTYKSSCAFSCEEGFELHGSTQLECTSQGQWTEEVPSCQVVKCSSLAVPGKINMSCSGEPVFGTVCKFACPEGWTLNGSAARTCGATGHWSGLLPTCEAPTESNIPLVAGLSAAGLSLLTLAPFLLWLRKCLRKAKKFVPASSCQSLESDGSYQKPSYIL
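Test system: HUVEC; input: 3,000 HUVEC/well; measured by: immunofluorescence imaging; read-out: % PE-positive cells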
RAD54 branch: inhibitors of human RAD54 branch migration; 360,000 compounds, 0.14% hits; inhibition, % at 10.4 µM; RAD54 Holliday junction branch migration, FAM/BHQ fluorescence; Q92698;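 active = mean normalized replicate activity at least 40 and at least half of replicates scoring 40 or more; inconclusive = only one of the two criteria met; inactive = mean below 40 and under half of replicates reaching 40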;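 also: 0% = median of neutral control wells and 100% = median of positive control wells; inhibitors cause a drop in the FAM fluorescence signal; in these data hits start at about 50%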
Xi reactivation: reactivates the inactive X chromosome in mouse fibroblasts | XiGFP mouse fibroblasts, % GFP-positive cells imaging, 3 d; cells co-treated with 5-aza-dC sensitizer; scaled so ellipticine positive control = 100% | activation, % at 7.58 µM | 360,000 compounds, 0.055% hits | AID 743238;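 active = mean normalized replicate activation at least 10% and every replicate at or above 10%; inconclusive = only one of the two criteria met; inactive = mean below 10% and not all replicates reach 10%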;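 also: 0% = median of on-plate neutral control wells and 100% = ellipticine 6 µM median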
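Material: SV40-immortalized XiGFP fibroblast cells, line 68-5-11 | Buffer or medium: DMEM containing 5-aza-dC | Dosing: One concentration, pinned | Times: 3 d treatment, 15 min room-temperature fixation | Controls: Ellipticine 6 µM positive control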
RAD52 inh: blocks human RAD52 DNA annealing | 360,000 compounds, 0.46% hits | inhibition, % at 18.7 µM | recombinant RAD52 DNA annealing, FRET fluorescence | P43351 | AID 651710;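 active = every replicate showing at least 50% inhibition; inconclusive = mean inhibition at least 50% but not in every replicate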
Target sequence (P43351 whole entry, looked up): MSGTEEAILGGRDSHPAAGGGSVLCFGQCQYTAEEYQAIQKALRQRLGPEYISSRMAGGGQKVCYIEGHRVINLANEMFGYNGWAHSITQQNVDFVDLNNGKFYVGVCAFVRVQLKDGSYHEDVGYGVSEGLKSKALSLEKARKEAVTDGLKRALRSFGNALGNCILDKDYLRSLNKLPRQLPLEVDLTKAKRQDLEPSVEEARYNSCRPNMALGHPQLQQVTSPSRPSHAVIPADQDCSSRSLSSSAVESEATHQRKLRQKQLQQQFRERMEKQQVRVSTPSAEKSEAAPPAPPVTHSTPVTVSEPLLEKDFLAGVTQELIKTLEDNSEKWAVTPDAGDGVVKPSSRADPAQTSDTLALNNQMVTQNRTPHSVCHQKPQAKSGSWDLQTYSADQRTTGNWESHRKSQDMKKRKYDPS
F508del corr: correctors of CFTR F508del function in bronchial epithelial cells | CFBE cells, YFP halide quenching; stimulated with forskolin plus potentiator P3; % fluorescence drop versus neutral controls | 350,000 compounds, 0.36% hits | activity (quench increase), % at 7.58 µM;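 active = mean added fluorescence quench of at least 8% versus neutral control, with both replicates also reaching 8%; inconclusive = only one of the mean or replicate conditions met; inactive = mean below 8% and not both replicates reaching 8%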;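 also: cells transiently co-express mutant CFTR-F508del with the halide-sensitive YFP; corrector assay measuring rescue of mutant channel to the surface after 24 h compound exposure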
Casp6 inh: blocks human caspase-6 cleavage activity. P55212. purified caspase-6, Z-VEID-R110 cleavage fluorescence. inhibition, % at 12.5 µM. 350,000 compounds, 0.53% hits. AID 686996;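 active = mean inhibition across replicates at least about 35%, with every replicate also reaching that limit, limit read from the data; inconclusive = only one of the two criteria met; inactive = neither criterion met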;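 also: 0% = median of neutral control wells and 100% = no fluorescence left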
DENV2 CPE rescue: DENV2-induced cell death inhibition; DENV2-infected cells, cytopathic effect rescue, plate reader; CPE inhibition, % at 9.99 µM; 350,000 compounds, 1.7% hits; in the data active = CPE inhibition above about 20%, passing the limit was not always enough; inconclusive = no clear call, values can overlap the other calls; tested in BHK-21 cells;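 also: 0% = median of neutral control wells and 100% = median of positive control wells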
INS-1E GSIS act: primary screen for activators of insulin secretion dependent on glucose, INS-1E cells, GLuc reporter luminescence; INS-1E GLuc reporter insulin secretion, 2-3 h; activation, % at 16.6 µM; 370,000 compounds, 0.61% hits; AID 743287;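 active = lowest replicate activation of at least 40%, so every replicate reaches that level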;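 also: 0% = median of neutral control wells and 100% = median of IBMX positive control wells; some compounds called inactive have numbers as strong as hits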
The depositor's hits bear a star; u = inconclusive; x = no result given; & = joins results of further samples.

SMILES	E-sel inducer	RAD54 branch	Xi reactivation	RAD52 inh	F508del corr	Casp6 inh	DENV2 CPE rescue	INS-1E GSIS act
Cc1ccccc1OCC(=O)NNC(=O)c1cc(S(=O)(=O)N(C)C)ccc1N1CCCC1	-2.9	-12	0.1	-15	-0.4	2	0	1
O=C(NC(=S)Nc1c(Cl)cc(Cl)cc1Cl)c1ccccc1	-0.4	-1	0.0	-12	-0.2	-2	-4	20
CCOc1ccc(NC(=O)C2CC(=O)N(C)C(=Nc3ccc4c(c3)OCO4)S2)cc1 (stereo not given)	x	14	x	-5	0.5	5	x	-7
CC1CCCC(C)N1C(=O)COC(=O)c1ccc(Br)o1 (stereo not given)	x	-3	0.1	6	-2.8	2	-4	2
O=C(NCc1ccco1)c1cnc2sccn2c1=O	1.0	-1	0.0	-5	-1.0	12	-2	13
COc1ccc(Cc2nnc(NC(=O)Nc3ccc(F)cc3)s2)cc1OC	0.1	x	-0.1	-8	1.6	-1	6	25
O=C(Nc1cccnc1)c1cccc(S(=O)(=O)Nc2ccccc2F)c1	x	-4	-0.1	-13	-3.7	5	11	-12
CCN(C(=S)NC(=O)C1CC1)c1ccccc1	x	0	-0.1	-7	1.2	-2	u	-14
COc1cc(C(=O)NCCC(c2ccccc2)c2ccccc2)cc(OC)c1OC	x	1	0.3	-35	2.1	0	-3	-5
CC(=O)c1c(Nc2ccc3c(c2)OCCO3)oc(C)cc1=O	-0.2	0	0.2	-8	-3.3	4	2	4
CCCC#Cc1ccc2c(c1)O[C@H](CN(C)C(=O)Nc1ccc(OC)cc1)[C@H](C)CN([C@H](C)CO)S2(=O)=O	x	0	0.4	-1	0.1	-3	-4	-28
CC[n+]1c(-c2ccccc2)csc1Nc1c(C)n(C)n(-c2ccccc2)c1=O	x	x	0.0	-1	0.8	0	-2	-6
CC(C)N(Cc1ccccc1)C(=O)COC(=O)C1CCCCC1	0.7	-2	0.4	-21	-1.6	1	-5	x
CC(C)S(=O)(=O)C/C(N)=N/OC(=O)c1cc(Cl)cc(Cl)c1	-0.1	6	-0.1	-6	0.4	2	2	12
CCCNC(=O)C[C@H]1CC[C@H]2[C@H](COc3ccc(NC(=O)COC)cc3C(=O)N2C)O1	0.0	-8	0.3	x	1.3	x	-4	8
CC(C)[C@H]1COCCS(=O)(=O)N1Cc1ccccc1-c1cccc(Cl)c1	0.2	4	-0.2	7	2.9	-1	1	-24
CCC(=O)Nc1cccc(C(=O)c2ccc(C)c(C)c2)c1	x	x	0.1	-15	-0.1	1	0	-12
CCCN1C[C@H](C)[C@H](OC)CN(C)C(=O)c2cc(NC(=O)CC(F)(F)F)ccc2OC[C@@H]1C	0.3	x	0.1	-3	1.6	0	2	20
COc1ccc(S(=O)(=O)NCCCCC(=O)O)cc1C(=O)O	0.7	2	0.0	5	1.1	-1	5	x
CCN(CC(=O)Nc1ccc(NC(C)=O)cc1)C(=O)CCCc1nc2ccccc2s1	x	0	-0.3	-8	0.0	1	2	-4
CCN(N=O)[C@@H](Cc1ccccc1)CN(N=O)[C@@H](Cc1ccccc1)CN(C)N=O	-0.1	1	0.0	-25	2.5	-4	8	-30
Cc1cccc(OC(C)C(=O)N2CCc3ccccc3C2)c1 (stereo not given)	x	-9	0.0	-3	-1.2	-1	2	7
S=C(NCc1ccc2[nH]c3c(c2c1)CCCC3)Nc1ccccc1Cl	0.4	-16	0.2	-13	-2.6	-2	3	-22
CCNC(=O)C[C@H]1CC[C@H]2[C@H](COc3ccc(NC(=O)Nc4cccc(OC)c4)cc3C(=O)N2C)O1	0.2	7	0.0	x	0.9	x	u	3
NS(=O)(=O)c1ccc(NC(=O)COC(=O)CC2Sc3ccccc3NC2=O)cc1 (stereo not given)	x	-1	0.4	-32	3.4	5	-1	-11
CSCC[C@H](NC(=O)c1ccc(Br)o1)c1nnc2ccccn12	x	-4	0.2	-91	0.2	-5	2	34
COCCCNc1cc(C)nc2ccccc12	x	4	x	-14	x	-2	x	-5
COc1ccc(Cc2c(-c3ccc(F)cc3)nc3ccc(Br)cn23)c(C)c1	0.0	-2	-0.1	-17	-1.0	3	-19	17
CN(C(=O)COc1ncnc2sccc12)C1CCCCC1	-1.6	-1	0.0	-11	-2.0	2	-6	7
Cc1cccc(CCNS(=O)(=O)c2ccc3c(c2)NC(=O)C(C)S3)c1 (stereo not given)	x	0	0.0	16	0.7	7	10	-14
C/C(=N\Nc1ccc(F)cc1)c1ccc(N2CCOCC2)c(F)c1	14	-1	0.3	0	3.4	1	-7	10
O=C(O)c1cnn(-c2nc(-c3cccc(F)c3)cs2)c1C(F)(F)F	x	x	0.0	-9	3.0	4	1	13
CC(C)C#Cc1cnc2c(c1)C(=O)N([C@H](C)CO)C[C@H](C)[C@H](CN(C)Cc1cccc(F)c1)O2	0.0	1	-0.8	-2	2.2	2	-6	-17
CC1=NN(C(=O)CCc2ccccc2)C(O)(c2ccncc2)C1 (stereo not given)	2.8	x	0.1	9	-0.8	-2	-3	11
O=C(O)c1ccc(Nc2nc3c(s2)CCCC3)cc1	x	x	0.1	-15	x	12	-6	-9
CCCN1C[C@H](C)[C@@H](OC)CN(C)C(=O)c2ccc(NC(=O)Nc3ccccc3F)cc2OC[C@H]1C	0.0	4	-0.5	-2	1.4	-6	2	-12
O=C(COC(=O)c1ccc([N+](=O)[O-])o1)Nc1ccc(N2CCOCC2)cc1	x	2	0.2	-8	0.1	34	-2	-11
Cc1[nH]c(C)c(S(=O)(=O)N2CCC(C)CC2)c1C(=O)N1CCCC1	x	-5	0.0	2	2.5	-3	-1	12
COc1ccc(N2CCN(C(=O)Cc3cccs3)CC2)cc1	x	1	x	6	x	3	x	-4
Cc1c(C(=O)N2CCCC2)c(S(=O)(=O)Nc2ccccc2)c(C)n1C	x	-6	0.0	-1	1.0	0	14	40
COC(=O)C1(CCSC)NC(c2ccc(O)c(OC)c2)C2C(=O)N(c3ccc(C)cc3)C(=O)C21 (stereo not given)	x	x	0.0	-16	0.2	-1	2	9
COc1ccc2c3c([nH]c2c1)[C@@H](CO)NCC31CN(Cc2ccccc2F)C1	2.4	x	0.2	x	0.3	x	19	4
CC(=O)CNc1ccc(S(=O)(=O)N/N=C/c2ccccc2)cc1	x	x	0.0	-13	-1.2	-3	1	-5
C[C@H]1CN([C@@H](C)CO)S(=O)(=O)c2ccc(C#Cc3ccc(F)cc3)cc2O[C@H]1CN(C)C	0.4	7	-0.3	30	x	-8	7	3
COC(=O)C1(C(=O)OC)C[C@H](c2cccs2)N(Cc2ccccc2OC)[C@@H]1c1ccc(F)cc1	0.1	x	0.1	-38	-0.7	-2	4	x
COc1ccc(C(C)(C)C)cc1NC(=O)CCN1C(=O)NC(C)(C)C1=O	1.4	-7	0.0	6	-0.8	-4	-4	3
C[C@H](CO)N1C[C@H](C)[C@H](CN(C)Cc2ccncc2)Oc2ncc(-c3cccc(C#N)c3)cc2C1=O	-0.2	2	-1.2	0	1.8	0	14	10
Cc1nc(NC(=O)c2c(-c3ccccc3)noc2C)sc1C(=O)N(C)C	0.5	7	0.0	-9	-2.6	2	-9	1
O=C(O)C[C@H]1CC[C@H](NC(=O)Nc2cc(F)ccc2F)[C@H](CO)O1	-0.1	8	0.8	-2	2.0	0	-6	-4
Cc1ccc(S(=O)(=O)Nc2cc3c4c(c2)CCN4C(=O)CC3)cc1	x	x	0.0	-11	1.3	3	u	-2
S=C1NCN(CCc2ccccc2)CN1	0.1	2	0.0	-15	-1.9	1	-5	x
COCC(=O)Nc1cc(C)cn(Cc2cccc(C(F)(F)F)c2)c1=O	-0.1	-2	0.1	-13	1.5	1	0	-2
Cc1ccc(N2CC(NS(=O)(=O)c3cccnc3)CC2=O)cc1 (stereo not given)	-1.2	2	0.0	-2	-1.7	-2	0	-3
COc1ccccc1C(=O)Nc1ccc2c(c1)C(=O)N(C)[C@@H]1CC[C@@H](CC(=O)NCc3ccc(Cl)c(Cl)c3)O[C@@H]1CO2	0.1	0	0.1	-6	2.6	0	-16	-4
O=C(NNC(=O)C1CCC1)c1ccccc1	-0.7	-6	-0.1	-8	0.1	3	3	8
O=C(Nc1ccccc1)c1cc(C2CCCCN2C(=O)c2ccc3c(c2)CCO3)on1 (stereo not given)	-0.1	2	-0.1	9	1.7	0	-1	x
Cc1ccc(N2CC(C(=O)Nc3cc(Cl)ccc3-n3cncn3)CC2=O)cc1 (stereo not given)	-2.2	x	-0.1	-15	0.3	3	-1	-1
C[C@H](NC(=O)[C@H]1N2C(=O)c3ccccc3C2SC1(C)C)C(=O)N1CCCCC1 (stereo not given in full)	-0.8	-1	0.0	1	0.8	0	-7	x
CC(Oc1ccccc1)C(=O)N=Nc1c(O)[nH]c2ccc(Br)cc12 (stereo not given)	2.1	x	0.3	-1	1.2	-5	7	-10
O=C(C1CCCCC1)N1CC2(C1)[C@H](c1ccccc1)[C@H](CO)N2C(=O)c1cccnc1	0.2	x	0.0	-4	1.4	0	28*	-9

(listing goes on)
SMILES	E-sel inducer	RAD54 branch	Xi reactivation	RAD52 inh	F508del corr	Casp6 inh	DENV2 CPE rescue	INS-1E GSIS act
COc1ccc2oc(=O)c(C(=O)Nc3ccccc3-c3ccccc3)cc2c1	x	3&4	x	-6	-0.7	1	7	4
C[C@H](CO)N1C[C@H](C)[C@H](CN(C)C(=O)c2cccc(F)c2)Oc2ncc(C#CCN(C)C)cc2C1=O	2.9	-4	-0.8	-7	-0.8	-1	-3	28
Cc1sc(NC(=O)CS(=O)(=O)c2ccccc2)c(C(N)=O)c1C	0.1	6	0.0	-11	-2.0	-1	-2	-2
Cc1ccnc(NC(=O)CNC(=O)Cc2cccc3ccccc23)c1	x	x	0.0	-23	-5.6	-1	-4	7
S=C(Nc1ccc2nc(-c3ccccn3)c(-c3ccccn3)nc2c1)N1CCCCCC1	x	x	-0.1	-37	-3.0	8	-1	17
CC(C)NC(=O)Nc1ccc2c(c1)C(=O)N([C@@H](C)CO)C[C@H](C)[C@@H](CN(C)CC1CC1)OCCCC[C@H](C)O2	1.4	x	-1.0	x	-3.8	x	x	11
Cc1cc(NC(=O)Cn2c(=O)oc3ccc(Cl)cc32)no1	0.1	17	0.4	-8	-0.4	0	45*	11
Cc1c(OCC(=O)NCc2cccnc2)ccc2c3c(c(=O)oc12)CCCC3	x	-13	0.0	-16	-1.0	-5	-1	2
O=C(CN1CCN(S(=O)(=O)c2ccc(Cl)s2)CC1)N1CCCCC1	0.2	-1	0.3	-10	-0.9	-1	0	-1
CS(=O)(=O)c1nc(S(=O)(=O)c2ccc(Cl)cc2)c(NCCCn2ccnc2)s1	-0.1	-4	0.5	-4	2.2	0	-2	22

Part of the list above, showing only INS-1E GSIS act.
compound	INS-1E GSIS act
CC(C)NC(=O)Nc1ccc2c(c1)C(=O)N([C@@H](C)CO)C[C@H](C)[C@@H](CN(C)CC1CC1)OCCCC[C@H](C)O2	11
Cc1cc(NC(=O)Cn2c(=O)oc3ccc(Cl)cc32)no1	11
Cc1c(OCC(=O)NCc2cccnc2)ccc2c3c(c(=O)oc12)CCCC3	2
